NPY Y1 blocker = NPY-Y1 receptor antagonists, primary screen, cell-based; Neuropeptide Y receptor type 1 (Homo sapiens), P25929; HEK293-CNG Y1 cells, membrane potential fluorescence; NPY at EC95, then isoproterenol; inhibition, % at 3.6 µM; 1% of 200,000 active;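 active = inhibition above the campaign mean inhibition of all tested compounds plus 3 SD, cut at about 20% in these data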;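 note: 0% = DMSO wells given NPY plus isoproterenol and 100% = isoproterenol alone without NPY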
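System: HEK293 cells with Y1 receptor plus CNG channel / Probe or stimulus: NPY 25 nM then isoproterenol 1 µM plus Ro 20-1724 25 µM / Compound: one concentration, 3.6 µM, in 0.4% DMSO / Schedule: compound incubation 1 h at room temperature, readout 45 min post-stimulation / Measured by: membrane potential fluorescence / Read-out: % inhibition of NPY effect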
Mdm2 ligase inh = MDM2-luciferase reporter signal enhancers, primary screen, MDM2 E3 ligase inhibitor project, cell-based, luminescence, 1536-well | E3 ubiquitin-protein ligase Mdm2 (Homo sapiens), Q00987 | signal enhancement, % at 5 µM | 0.11% of 210,000 active | cell-based MDM2 ubiquitination luciferase reporter, 2 h; 0 = plate control, 100 = twice control, blank-subtracted;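 active = signal enhancement of 30% or more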;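 note: luminescence tracks abundance of the self-degrading MDM2-luciferase fusion protein; higher signal means inhibition of MDM2 E3 ligase activity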
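system = mammalian cells stably expressing self-ubiquitinating, self-degrading MDM2 E3–luciferase fusion | quantity = 2000 cells per well seeded | incubation = 4 h cell settling then 2 h compound exposure, 37 °C | signal = SteadyLite luminescence, 15 min reagent step | benchmarks = plate control and blank wells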
NPY1 pot ag = NPY-Y1 receptor potentiators or agonists, primary screen, cell-based. 0.37% of 220,000 active. activation, % at 3.6 µM. Neuropeptide Y receptor type 1 (Homo sapiens), P25929. NPY-Y1 expressing cells, potentiator/agonist activation; in the data active = activation above about 33%, passing the limit was not always enough;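 note: cells stimulated with NPY at EC10 then isoproterenol at EC100; 0% = low agonist plus stimulus and 100% = saturating agonist plus stimulus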
Runt-CBFb FRET = inhibitors of RUNX1 Runt–CBFb binding, primary screen, biochemical, FRET, Cerulean-Runt, Venus-CBFb, uHTS. Runt-related transcription factor 1 (Homo sapiens) + Core-binding factor subunit beta …. Cerulean-Runt/Venus-CBFb FRET ratio 530/480, 1 h. inhibition, % at 20 µM. 0.46% of 220,000 active;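 active = inhibition over about 50% at 20 µM in the single-dose screen, limit read from the data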;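 note: 0% = DMSO wells and 100% = excess unlabeled CBFb competitor control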
Target sequence (Q01196 whole entry, looked up): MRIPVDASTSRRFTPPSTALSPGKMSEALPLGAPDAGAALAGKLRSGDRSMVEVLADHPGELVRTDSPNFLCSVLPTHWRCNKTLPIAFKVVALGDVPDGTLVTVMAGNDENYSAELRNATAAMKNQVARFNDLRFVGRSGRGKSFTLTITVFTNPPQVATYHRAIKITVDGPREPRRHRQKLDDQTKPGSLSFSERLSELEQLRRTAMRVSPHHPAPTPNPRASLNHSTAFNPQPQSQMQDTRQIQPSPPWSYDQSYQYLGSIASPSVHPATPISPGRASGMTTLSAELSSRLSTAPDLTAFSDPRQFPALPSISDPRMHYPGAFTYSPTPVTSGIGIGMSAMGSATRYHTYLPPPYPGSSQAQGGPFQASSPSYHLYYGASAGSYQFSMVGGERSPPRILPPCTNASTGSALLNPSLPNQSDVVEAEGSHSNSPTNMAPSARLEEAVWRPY
Target sequence (Q13951 whole entry, looked up): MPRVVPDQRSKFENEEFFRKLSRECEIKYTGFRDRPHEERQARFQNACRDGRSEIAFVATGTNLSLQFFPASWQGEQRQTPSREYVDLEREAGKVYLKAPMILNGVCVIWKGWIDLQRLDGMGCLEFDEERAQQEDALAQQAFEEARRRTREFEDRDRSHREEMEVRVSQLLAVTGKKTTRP
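test system = Cerulean-Runt domain fusion protein, energy donor | probe or stimulus = Venus-CBFb binding partner, 100 nM | incubation = two 1 h room-temperature incubations shielded from light | detection = fluorescence energy transfer, 422 nm excitation, 530/480 nm emission | measure = loss of energy transfer signal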
Runt-SMMHC FRET = inhibitors of RUNX1 Runt–CBFb-SMMHC binding, primary screen, biochemical, FRET, Cerulean-Runt, Venus-CBFb-SMMHC, uHTS | Runt-related transcription factor 1 (Homo sapiens) + Core-binding factor subunit beta … | 0.74% of 220,000 active | AID 1434, 2008 | Cerulean-Runt/Venus-CBFb-SMMHC FRET ratio 530/480, 1 h | inhibition, % at 20 µM;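 active = mean inhibition across duplicate retests at 20 µM reaching about 50%, limit read from the data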;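 note: 0% = DMSO wells and 100% = wells with excess untagged CBFb-SMMHC; inhibitors lower the FRET ratio by blocking Runt binding to CBFb-SMMHC; some results filed as inactive read as strong as hits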
Hck Nef HTS = inhibitors of Nef-activated human Hck kinase, primary screen, biochemical, Z-Lyte FRET, 384-well, Hck-YEEI; Recombinant Hck-YEEI plus Nef, Z-Lyte FRET kinase assay; inhibition, % at 20 µM; 0.68% of 220,000 active; AID 463187, 2010;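 active = Hck-Nef kinase inhibition above about 50%, limit read from the data; inactive = inhibition below that limit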;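 note: 0% = DMSO with Hck plus Nef and 100% = Hck alone without Nef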
p97 inhibitor = inhibitors of human p97 ATPase, primary screen, biochemical; inhibition, % at 8 µM; 0.42% of 220,000 active; AID 1481, 2009; recombinant p97 ATPase, Kinase-Glo ATP luminescence, 3 h; Transitional endoplasmic reticulum ATPase (Homo sapiens), P55072; in the data active = inhibition above about 15%;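 note: 0% = DMSO vehicle and 100% = wells lacking enzyme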
RBBP9 inhibitor = human RBBP9 inhibitors, primary screen, biochemical, fluorescence polarization, FP-Rh probe, HTS; inhibition, % at 7.94 µM; recombinant RBBP9; Serine hydrolase RBBP9 (Homo sapiens), O75884; AID 1515, 2009; 0.2% of 220,000 active;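 active = inhibition above the campaign mean of all tested compounds plus 3 SD, cut at about 14% in these data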;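 note: plate controls were DMSO wells with RBBP9 for no effect and wells lacking RBBP9 protein for full effect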
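Material: RBBP9 protein. Amount: RBBP9 at 2.5 µM in dispensed solution, before mixing. Schedule: 30 min then 45 min, 25 °C. Medium: Tris buffer pH 8.0, NaCl, Pluronic. Measured by: fluorescence polarization. Measure: percent inhibition from mP, scaled between DMSO and no-protein wells. Replication: one well per compound.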
NPY2 pot ag = NPY-Y2 potentiators or agonists, primary screen, cell-based; Neuropeptide Y receptor type 2 (Homo sapiens), P49146; cells expressing NPY-Y2, potentiator/agonist read-out; activation, % at 3.6 µM; 0.45% of 220,000 active; AID 1359, 2008; in the data active = activation above about 27%;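 note: cells stimulated with NPY near EC25 plus isoproterenol at EC100; 0% = vehicle plus submaximal agonist and 100% = vehicle plus saturating agonist; some results beyond the cut were filed as inactive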
Target sequence (P49146 whole entry, looked up): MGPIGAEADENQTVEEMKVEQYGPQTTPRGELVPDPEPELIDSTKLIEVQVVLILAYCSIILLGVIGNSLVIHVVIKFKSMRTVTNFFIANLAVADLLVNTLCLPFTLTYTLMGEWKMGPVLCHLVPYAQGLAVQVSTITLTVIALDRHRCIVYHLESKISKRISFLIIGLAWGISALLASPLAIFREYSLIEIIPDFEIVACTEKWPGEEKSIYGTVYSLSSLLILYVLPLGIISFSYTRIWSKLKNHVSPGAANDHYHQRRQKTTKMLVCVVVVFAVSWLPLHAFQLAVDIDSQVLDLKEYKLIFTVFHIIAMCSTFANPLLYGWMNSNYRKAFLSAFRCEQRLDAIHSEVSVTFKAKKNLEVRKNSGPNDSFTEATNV
* hit, by the source's call; . = not tested or not shown.

1	Oc1c(C(Nc2cccc(C(F)(F)F)c2)c2cccnc2)ccc2cccnc12 (configuration not stated)
2	Cc1nn(Cc2ccc(Cl)cc2)c(C)c1NC(=O)c1cc(-c2ccc3c(c2)OCO3)on1
3	COC(=O)[C@H](CCSC)NC(=O)Nc1ccc(C)cc1C
4	O=C(CN(Cc1ccco1)C(=O)CNS(=O)(=O)c1ccc(Cl)cc1)NCc1ccc(F)cc1
5	O=C1C2CC=CCC2C(=O)N1c1ccc(N2CCN(c3ccccn3)CC2)c([N+](=O)[O-])c1 (configuration not stated)
6	O=C(NC(=S)N1CCN(c2ccc(F)cc2)CC1)C12CC3CC(CC(C3)C1)C2
7	CCOC(=O)N1CCN(C(=O)CSc2nc3c([nH]c4ccccc43)c(=O)n2C)CC1
8	O=S1(=O)CCN(Cc2ccc(Cl)c(Cl)c2)CC1
9	CN(Cc1cc2ccccc2[nH]c1=O)C(=O)C1CCCCC1
10	CCc1nc(CN2CCN(c3cc(C(F)(F)F)ccn3)CC2)c(C)[nH]1

Assay by compound	1	2	3	4	5	6	7	8	9	10
NPY Y1 blocker	5	5	-3	4	2	-1	-2	4	-1	.
Mdm2 ligase inh	-11	-4	-7	.	-5	0	-8	-15	-10	-13
NPY1 pot ag	-26	8	5	24	-8	-13	0	-30	8	10
Runt-CBFb FRET	2	1	0	.	0	0	-2	1	0	1
Runt-SMMHC FRET	2	4	3	.	-2	5	-5	3	-2	-3
Hck Nef HTS	6	6	-1	-1	24	3	3	0	0	10
p97 inhibitor	3	5	6	-4	1	-2	2	-9	-2	0
RBBP9 inhibitor	-10	-7	2	-3	3	0	-4	-4	-6	-3
NPY2 pot ag	5	-3	-6	15	0	-8	-3	-8	1	-15

Structural class: those above containing a CF3 group
1	Oc1c(C(Nc2cccc(C(F)(F)F)c2)c2cccnc2)ccc2cccnc12 (configuration not stated)
10	CCc1nc(CN2CCN(c3cc(C(F)(F)F)ccn3)CC2)c(C)[nH]1

Assay by compound	1	10
NPY Y1 blocker	5	.
Mdm2 ligase inh	-11	-13
NPY1 pot ag	-26	10
Runt-CBFb FRET	2	1
Runt-SMMHC FRET	2	-3
Hck Nef HTS	6	10
p97 inhibitor	3	0
RBBP9 inhibitor	-10	-3
NPY2 pot ag	5	-15

(continued)
11	Cc1nn2c3ccccc3n(Cc3ccccc3)c2nc1=O
12	Cn1nnnc1SCC(=O)Nc1ccc(Cl)cc1Cl
13	COc1ccc(CNC(=O)C2CC=CCC2C(=O)O)cc1OC (configuration not stated)
14	Cc1ccc(CNCc2cc3c(C(C)(C)C)nn(-c4ccccc4)c3[nH]c2=O)cc1
15	O=C(Nc1ccc(-c2csc(-c3ccccc3)n2)cc1)c1ccccc1
16	O=C(Nc1ccccc1N1CCOCC1)c1cc(F)cc(F)c1
17	CCOC(=O)N1CCC(NC(=O)c2ccc3c(c2)N(Cc2ccccc2)CCS3)CC1
18	Cc1cc(C)nc(Sc2c(F)c(F)c(C(F)(F)F)c(F)c2F)n1
19	Cc1ccccc1N1CCN(Cc2c[nH]c3ccccc23)CC1
20	COC(=O)C1C2C=CC3(CN(CC4CCCO4)C(=O)C13)O2 (configuration not stated)

Assay by compound	11	12	13	14	15	16	17	18	19	20
NPY Y1 blocker	-3	-3	-3	-1	-3	3	4	4	7	-1
Mdm2 ligase inh	.	.	-10	-21	-12	-2	-14	-13	-10	-1
NPY1 pot ag	9	-33	-7	7	-19	-2	-4	-6	-22	9
Runt-CBFb FRET	-2	-4	1	-8	2	0	1	-1	1	-3
Runt-SMMHC FRET	3	0	-10	-8	-9	2	-1	0	-2	-18
Hck Nef HTS	2	0	5	0	-2	24	1	0	-19	0
p97 inhibitor	-1	3	3	3	-10	2	-3	-2	0	5
RBBP9 inhibitor	5	-3	5	-9	-9	-11	2	0	-10	-13
NPY2 pot ag	7	-12	8	20	-15	12	-3	-15	-11	1

21	S=C(NCCN1CCOCC1)Nc1ccc(Cl)cc1
22	CSc1nc2ccccc2n1CC(=O)Nc1c(C)cccc1C
23	O=C(c1ccc(S(=O)(=O)N2CCCCC2)cc1)N1CCc2ccccc2C1
24	COc1ccc(NC(=O)Nc2ccccc2C(N)=O)cc1OC
25	O=C(O)c1cccnc1-c1ncccc1C(=O)O
26	Cc1cc2nc3n(c2cc1C)CC1CC(C(=O)NCCc2cccs2)N(C)C31 (configuration not stated)
27	CC(NC(=O)CSC1=NCCS1)c1ccccc1 (configuration not stated)
28	COc1ccccc1NC(=O)c1ccc(NS(=O)(=O)c2ccc(F)c(F)c2F)cc1
29	CC(C)c1onc(C(=O)NCc2ccc(F)cc2)c1[N+](=O)[O-]
30	Cc1c(NC(=O)C2C3C=CC(C3)C2C(=O)O)c(=O)n(-c2ccccc2)n1C (configuration not stated)

Assay by compound	21	22	23	24	25	26	27	28	29	30
NPY Y1 blocker	1	19	-1	-3	-5	.	4	9	-2	7
Mdm2 ligase inh	-17	-28	10	-12	3	16	-8	-7	-16	4
NPY1 pot ag	5	1	10	6	8	.	-11	-1	-6	-2
Runt-CBFb FRET	-1	-2	0	3	5	1	3	-3	-1	0
Runt-SMMHC FRET	0	-4	5	-4	2	2	2	-4	1	0
Hck Nef HTS	0	-6	21	0	-1	34	2	0	0	0
p97 inhibitor	-3	-2	1	-1	3	.	1	-4	1	2
RBBP9 inhibitor	2	-5	2	-4	1	.	2	-8	-4	2
NPY2 pot ag	-11	-9	12	8	1	.	4	-6	15	11

Among those listed so far, these have an aryl methoxy group.
13	COc1ccc(CNC(=O)C2CC=CCC2C(=O)O)cc1OC (configuration not stated)
24	COc1ccc(NC(=O)Nc2ccccc2C(N)=O)cc1OC
28	COc1ccccc1NC(=O)c1ccc(NS(=O)(=O)c2ccc(F)c(F)c2F)cc1

Assay by compound	13	24	28
NPY Y1 blocker	-3	-3	9
Mdm2 ligase inh	-10	-12	-7
NPY1 pot ag	-7	6	-1
Runt-CBFb FRET	1	3	-3
Runt-SMMHC FRET	-10	-4	-4
Hck Nef HTS	5	0	0
p97 inhibitor	3	-1	-4
RBBP9 inhibitor	5	-4	-8
NPY2 pot ag	8	8	-6

Next section:
31	COCCn1nnnc1C(C(C)C)N(Cc1ccccc1)Cc1cc2cc(OC)ccc2[nH]c1=O (configuration not stated)
32	O=C(C1CC(c2ccc(F)cc2)=NO1)N1CCN(Cc2ccccc2)CC1 (configuration not stated)
33	CCCCC(CCCC)=N/N=C/c1c(O)n(CC)c2cc(C3=NNC(=O)CC3)ccc12
34	CCOc1ccc(C2OC34CCCCC3C(C#N)(C#N)C2(C#N)C(=N)O4)cc1OC (configuration not stated)
35	Cc1c(NC(=O)CC(=O)Nc2c(C)n(C)n(-c3ccccc3)c2=O)c(=O)n(-c2ccccc2)n1C
36	CCOc1ccc(N/C=C/C(=O)c2ccc(C)cc2)c([N+](=O)[O-])c1
37	Cc1cccc(NC(=O)C2c3ccccc3Oc3ccccc32)n1
38	CCCC(=O)Nc1cccc(NC(=S)NC(=O)C(C)Oc2ccc(Cl)cc2Cl)c1 (configuration not stated)
39	Cc1ccc(CCNC(=O)C2CCCN2S(=O)(=O)c2ccc3c(c2)CCC(=O)N3)cc1 (configuration not stated)
40	Cc1ccc(-c2[nH]ncc2/C=N/n2c(COc3ccccc3)nc3ccccc3c2=O)cc1

Assay by compound	31	32	33	34	35	36	37	38	39	40
NPY Y1 blocker	6	7	-2	-1	-2	2	7	-5	13	2
Mdm2 ligase inh	-16	-17	-12	-7	-6	-15	6	-9	-10	-2
NPY1 pot ag	7	3	-22	-1	-8	11	-7	6	-27	-24
Runt-CBFb FRET	2	2	-6	25	1	-6	-2	1	1	0
Runt-SMMHC FRET	-65	1	-33	25	2	-5	0	-5	2	0
Hck Nef HTS	-2	0	16	4	12	-2	21	0	16	1
p97 inhibitor	2	2	3	2	1	-6	4	-1	-4	-1
RBBP9 inhibitor	1	10	-5	-3	-8	-3	-2	-19	-3	-10
NPY2 pot ag	-6	-3	-7	-5	12	-15	-8	-6	9	10

41	O=C(CCCNC(=O)/C(=C/c1ccc(Br)cc1)NC(=O)c1ccccc1)OCc1ccccc1
42	COc1ccc(C)cc1S(=O)(=O)N(C)CC(=O)Nc1ccc2c(c1)OCCO2
43	COc1ccc(/C=C/C(=O)c2ccccn2)cc1
44	CCCCCOC(=O)c1[nH]c2c(c1C)C(=O)CC(c1ccco1)C2 (configuration not stated)
45	CCOC(=O)c1cc(C(C)(C)C)nc(SC)c1C#N
46	CN(c1ccccc1)S(=O)(=O)c1ccc(C(=O)Nc2nnc(C3CC3)o2)cc1
47	Cn1c2ccccc2c(=O)c2c(=O)n(-c3ccccc3)c(-c3ccc(C(C)(C)C)cc3)nc21
48	CCOC(=O)CSc1nc2ccc(C)cc2[nH]1
49	NCC(O)(c1ccc(Cl)cc1)c1ccc(Cl)cc1
50	CC(=O)c1cc(F)c(N2CCN(C(=O)COc3ccc(F)cc3)CC2)cc1C

Assay by compound	41	42	43	44	45	46	47	48	49	50
NPY Y1 blocker	7	4	-2	11	.	-3	.	0	7	-2
Mdm2 ligase inh	-16	-28	10	.	-8	-5	-8	14	-29	-5
NPY1 pot ag	-15	13	-1	-12	-39	-3	-69	-8	6	-2
Runt-CBFb FRET	8	0	24	32	-2	0	-5	-4	-1	-1
Runt-SMMHC FRET	8	-1	28	13	-2	4	-3	-1	0	-4
Hck Nef HTS	0	0	25	-7	14	21	-26	10	23	1
p97 inhibitor	-2	-5	3	-8	-6	4	-10	3	5	-5
RBBP9 inhibitor	-17	-6	-7	-5	-6	-3	-12	-5	-3	-5
NPY2 pot ag	-11	-2	-1	-20	-32	4	-54	15	8	-3

Compound activity (PubChem)
